Bioassay records (PubChem BioAssay)
Platelet DG rel – platelet dense granule release activity; human platelet-rich plasma, SFLLRN dense granule ATP release, luminescence; hit rate 0.22% among 300,000; inhibition, %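 (compounds screened at 7.5 µM in platelet-rich plasma)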;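 active = mean replicate score, as percent of positive control, at or above 50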
TRPC4 potent – allosteric potentiators of mouse TRPC4 channel; HEK293 TRPC4beta/mu-opioid, DAMGO EC20, Fluo-4 Ca2+ flux; active compounds read high; AID 2227; hit rate 0.42% among 310,000; B-score at 10 µM; Q9QUQ5;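 active = B-score of calcium response area above 5 SD of library B-scores, with initial fluorescence ratio within 5 SD of library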;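 also: B-score of integrated fluorescence ratio over time as area under calcium response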
TRPC4 act – TRPC4 (mouse) channel activation | HEK293 TRPC4beta/mu-opioid, Fluo4 calcium fluorescence; active compounds read high | hit rate 0.49% among 310,000 | B-score at 10 µM;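 active = B-score above 5 SD of library B-scores, and initial fluorescence ratio not above library mean plus 5 SD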;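 also: positive B-score marks a calcium rise read as TRPC4 activation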
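System: HEK293 cells stably co-expressing mouse TRPC4beta and mu-opioid receptor; Schedule: Fluo4 dye loading 45 min at room temperature, 110 s recording; Detection: Fluo4 fluorescence, kinetic; Evaluation: B-scored integrated calcium fluorescence ratio; Controls: buffer (low) and maximal DAMGO (high).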
hERG rescue – compounds protecting human hERG from proarrhythmic drug block | hit rate 0.51% among 310,000 | activation (rescue from dofetilide block), less the hit threshold, % at 10 µM | CHO-hERG, FluxOR thallium flux, dofetilide IC70 present | AID 1511;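 active = activation above the mean of controls blocked by dofetilide plus 5 SD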;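 also: thallium influx through hERG after potassium depolarization seen as dye fluorescence rise; in these data hits start at about 4.7%; inactives centre near -7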
KCNK3 inh – human KCNK3 channel inhibition, primary screen. O14649. CHO-KCNK3 thallium flux, FluxOR fluorescence; active compounds read low. B-score at 10 µM. hit rate 0.84% among 340,000. AID 602410;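 active = B-score under library mean minus 4 SD, starting fluorescence ratio at most library mean plus 5 SD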;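 also: more negative B-score means stronger inhibition of thallium flux through KCNK3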
KCNK9 block – blocks the human KCNK9 two-pore domain potassium channel | HEK293 KCNK9, FluxOR thallium flux fluorescence; active compounds read low | B-score at 10 µM | Q9NPC2 | hit rate 1.2% among 310,000;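 active = ratio B-score over 3 SD below the library mean, with starting fluorescence within 5 SD of its mean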;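 also: negative B-score means less thallium flux so channel inhibition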
Target sequence (Q9NPC2 whole entry, looked up, the tested form may be a part): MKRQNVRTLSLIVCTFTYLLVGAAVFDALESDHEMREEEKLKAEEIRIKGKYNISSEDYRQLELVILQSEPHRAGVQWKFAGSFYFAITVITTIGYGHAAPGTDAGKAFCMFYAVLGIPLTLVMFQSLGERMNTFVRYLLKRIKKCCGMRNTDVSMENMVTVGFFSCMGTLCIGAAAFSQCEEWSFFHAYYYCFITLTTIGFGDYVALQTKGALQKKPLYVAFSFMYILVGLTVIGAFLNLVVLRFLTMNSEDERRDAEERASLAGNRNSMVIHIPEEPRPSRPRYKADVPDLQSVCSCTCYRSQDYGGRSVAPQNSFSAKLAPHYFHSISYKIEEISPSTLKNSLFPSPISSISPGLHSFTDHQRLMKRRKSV
TRPC4 block – inhibitors of mouse TRPC4 channel; HEK293 TRPC4beta/mu-opioid, DAMGO-evoked Fluo4 calcium flux; active compounds read low; B-score at 10 µM; hit rate 0.39% among 300,000; AID 2247;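 active = B-score over 3 SD under the library average, no early fluorescence shift, positive overall ratio signal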
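Assay system – HEK293 line stably carrying TRPC4beta and mu-opioid receptor · Doses – single dose · Detection – Fluo4 calcium-dye fluorescence, kinetic read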
KCNQ1 pot – human KCNQ1 channel potentiation or activation | hit rate 0.35% among 310,000 | B-score at 10 µM | CHO-K1 KCNQ1, thallium flux FluxOR fluorescence; active compounds read high | P51787;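 active = fluorescence ratio B-score, a plate-corrected score, at least three library SD, with initial intensity B-score within 5 SD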
Target sequence (P51787 whole entry, looked up): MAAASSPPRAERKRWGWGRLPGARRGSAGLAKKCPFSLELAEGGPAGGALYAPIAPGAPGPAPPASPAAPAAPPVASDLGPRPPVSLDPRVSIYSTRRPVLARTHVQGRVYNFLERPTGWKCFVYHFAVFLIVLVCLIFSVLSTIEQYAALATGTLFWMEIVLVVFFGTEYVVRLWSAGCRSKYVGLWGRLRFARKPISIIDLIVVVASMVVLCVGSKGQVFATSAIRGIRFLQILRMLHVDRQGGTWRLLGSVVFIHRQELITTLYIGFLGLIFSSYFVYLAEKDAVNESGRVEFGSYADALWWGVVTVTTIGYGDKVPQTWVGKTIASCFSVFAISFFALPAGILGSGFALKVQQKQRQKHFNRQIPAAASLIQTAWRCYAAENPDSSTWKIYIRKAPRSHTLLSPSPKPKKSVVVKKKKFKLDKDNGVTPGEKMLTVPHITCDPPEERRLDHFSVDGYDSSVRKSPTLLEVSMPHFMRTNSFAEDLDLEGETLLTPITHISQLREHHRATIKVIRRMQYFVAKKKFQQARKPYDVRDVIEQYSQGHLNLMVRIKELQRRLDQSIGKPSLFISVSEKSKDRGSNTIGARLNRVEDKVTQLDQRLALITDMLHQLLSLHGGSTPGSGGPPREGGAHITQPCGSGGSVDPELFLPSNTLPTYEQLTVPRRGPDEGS
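System: CHO-K1 cells stably expressing KCNQ1 / Medium: assay buffer for compound exposure, DMSO matched across wells / Reagent: thallium- and potassium-containing depolarizing buffer / Compound: one concentration, matched DMSO / Incubation: 20 min compound pretreatment at room temperature / Measured by: kinetic FluxOR fluorescence, 10 s baseline plus 110 s post-stimulus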
DYRK1A inh – blocks rat Dyrk1A kinase activity; ADP-Glo luminescence, NFATc1 peptide; inhibition, % at 12.5 µM; hit rate 0.43% among 310,000; AID 504441; in the data active = inhibition above about 50%;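 also: plate controls were vehicle with enzyme for no effect and no enzyme for full effect; many of its hits are not listed in these tables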
KCNQ1 block – human KCNQ1 channel inhibition; P51787; CHO-K1 KCNQ1, FluxOR thallium flux fluorescence; active compounds read high; B-score at 10 µM; hit rate 1.3% among 310,000; AID 2642;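 active = compounds whose thallium flux B-score, printed positive for inhibition, exceeds three library SD while starting fluorescence stays within three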;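 also: channel opened by potassium depolarization with thallium stimulus after 20 min compound exposure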
PolyA inhibitor – blocks polyadenylation in yeast reporter cells. S. cerevisiae SKY197-pL101 polyadenylation reporter, beta-gal luminescence; efflux-impaired pdr1/pdr3 knockout yeast; score 100 = 6 SD above DMSO. calls only at 12 µM. hit rate 0.02% among 300,000;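 active = lowest replicate activity score at least 50, where 100 means six control SD above control mean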;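 also: yeast exposed to compound for 9 h at 30 °C; higher score means more reporter readthrough which indicates perturbed polyadenylation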
Numbers without * were called inactive; i = inactive; . = no result given.

SMILES | Platelet DG rel | TRPC4 potent | TRPC4 act | hERG rescue | KCNK3 inh | KCNK9 block | TRPC4 block | KCNQ1 pot | DYRK1A inh | KCNQ1 block | PolyA inhibitor
NS(=O)(=O)c1ccc(NC(=O)/C=C/c2ccccc2Cl)cc1 | 12 | i | i | -18 | i | i | i | i | 1 | i | i
CN1CCC(=NNC(=O)C(=O)Nc2ccccc2)CC1 | 10 | i | i | 1 | i | i | i | i | -3 | i | i
CC(C)Nc1ncnc2ccc(Br)cc12 | -4 | i | i | -15 | i | i | i | i | 48 | i | i
COc1ccccc1CNC(=O)C1CCC(CNS(=O)(=O)c2ccc(C)cc2)CC1 (centres undefined) | -3 | i | i | -9 | i | i | i | i | 0 | i | i
CCCN(CC(=O)Nc1ccc(F)c(F)c1F)C(=O)c1ccc2c(=O)n3c(nc2c1)CCC3 | -19 | i | i | -6 | i | i | i | i | -5 | i | i
O=C(CCCN=C1NS(=O)(=O)c2ccccc21)OCc1ccc(F)cc1 | 4 | i | i | -10 | i | i | i | i | 15 | i | i
COC(CNC(=O)c1ccc2c(c1)ncn2C1CCCCCC1)OC | 7 | i | i | -5 | i | i | i | i | -2 | i | i
CC(=O)N1CCN(S(=O)(=O)c2cccc(C(=O)N(Cc3ccccc3)c3cccc(C)c3)c2)CC1 | 5 | i | i | -16 | i | i | i | i | -1 | i | i
Cc1ccc(-c2nnc(SCC(=O)N3CCOCC3)nc2-c2ccc(C)cc2)cc1 | 0 | i | i | -12 | i | i | i | i | -2 | i | i
Cc1cc([N+](=O)[O-])nn1CC(=O)N/N=C/c1ccccc1Br | -15 | i | i | -4 | i | i | i | i | . | i | i
Cc1cc(Br)ccc1NC(=O)CNC(=O)c1ccc(-n2cncn2)c([N+](=O)[O-])c1 | 20 | i | i | -9 | i | i | i | i | -6 | i | i
O=C(c1ccc(Cl)c(S(=O)(=O)N2CCCCC2)c1)N1CCCCC1 | 6 | i | i | -8 | i | i | i | i | 0 | i | i
CCN(CC)CCN(C(=O)c1ccc2ccccc2c1)c1nc2ccc(F)cc2s1 | -8 | i | i | -17 | i | i | i | i | 0 | i | i
COC(=O)C1CCN(C2CC(=O)N(c3cc(C)cc(C)c3)C2=O)CC1 (centres undefined) | -4 | i | i | -3 | i | i | i | i | -3 | i | i
CC(C)(C)CN1CCN(CCCc2ccccc2)C(CCO)C1 (centres undefined) | 11 | i | i | -7 | i | i | i | i | -4 | i | i
CC(=O)N[C@@H](Cc1ccc(O)cc1)CN1C(N)=NC[C@@H]1CC(C)C | -4 | i | i | -10 | i | i | i | i | -7 | i | i
O=C(Nc1ccc(Oc2ccccc2)cc1)C1CCCN(c2ncccn2)C1 (centres undefined) | 3 | i | i | -6 | i | i | i | i | -7 | i | i
CCOc1ccc(CCNC(=O)c2cc(S(=O)(=O)N3CCOCC3)ccc2C)cc1OCC | -6 | i | i | -13 | i | i | i | i | 2 | i | i
CCCCn1c(SCC(=O)c2ccc(O)c(O)c2)nc2ccsc2c1=O | 12 | i | i | -20 | i | -16* | i | i | -5 | i | i
O=C(NNC(=O)c1ccc(Oc2ccc(C3SCCS3)cc2)o1)c1ccc(Cl)cc1 | 2 | i | i | -10 | i | i | i | i | 6 | i | i
CCCC(C)c1nnc(NC(=O)CS(=O)(=O)Cc2ccccc2)s1 (centres undefined) | . | i | i | -5 | i | i | i | i | -4 | i | i
Cc1cccc(C(=O)N2CCC(=O)N(C(COCc3cccc(C(F)(F)F)c3)Cc3ccccc3)CC2)c1 (centres undefined) | -2 | i | i | -11 | i | i | i | i | 5 | i | .
CN(CCc1ccccn1)S(=O)(=O)c1ccc2c3c(cccc13)C(=O)N2 | -9 | i | i | -4 | i | i | i | i | 1 | i | i
COC(=O)Nc1ccc(S(=O)(=O)N2CCC(C)CC2)cc1 | -4 | i | i | -11 | i | i | i | i | 5 | i | i
CCn1c(/N=C/c2c[nH]c3ccccc23)nc2ccccc21 | 10 | i | i | -24 | i | i | i | i | 6 | i | i

(next part)
SMILES | Platelet DG rel | TRPC4 potent | TRPC4 act | hERG rescue | KCNK3 inh | KCNK9 block | TRPC4 block | KCNQ1 pot | DYRK1A inh | KCNQ1 block | PolyA inhibitor
CC(=O)c1sc(=S)n(-c2ccc(Cl)cc2)c1C | -1 | i | i | -6 | i | i | i | i | -5 | i | i
O=C(O)Cc1ccc(NC(=S)NCc2ccco2)cc1 | -10 | i | i | -6 | i | i | i | i | 0 | i | i
CC(C)CCC(O)(CCC(C)C)C(=O)NN1CCCCC1 | 2 | i | i | -3 | i | i | i | i | -9 | i | i
Cc1cc(C)c2cc(C#N)c(SCC(=O)NCc3ccco3)nc2c1 | -13 | i | i | -11 | i | i | i | i | 4 | i | i
CC12CCC(C(=O)NCc3ccc4c(c3)OCO4)(OC1=O)C2(C)C (centres undefined) | 19 | i | i | -9 | i | i | i | i | 0 | i | i
COc1cccc(NC(=O)c2ccc(NCCCN3CC(C)CC(C)C3)c([N+](=O)[O-])c2)c1 (centres undefined) | 0 | 14* | i | -20 | i | i | i | i | 13 | i | i
CC(C)c1ccc(NC(=O)Cn2ncc3ccccc32)cc1 | -2 | i | i | -7 | i | i | i | i | -1 | i | i
CCCC[C@@H]1C[C@H]1[C@@H](NC(=O)c1ccco1)c1ccc(C(=O)OC)cc1 | -4 | i | i | -9 | . | i | i | i | . | i | i
C=C(C)CC(Nc1ccc(OC)cc1)c1ccco1 (centres undefined) | -1 | i | i | -13 | i | i | i | i | -2 | i | i
CCOC(=O)N1CCN(S(=O)(=O)c2ccc(C(=O)NNc3nc4cc(C)cc(C)c4s3)cc2)CC1 | 8 | i | i | -12 | i | i | i | i | 0 | i | i
Cc1cc(C(=O)NCC(C)C)c2ccccc2n1 | -3 | i | i | -5 | i | i | i | i | 2 | i | i
Cc1ccc(NC(=O)C(=O)NCCCN2CC(C(=O)O)CC2=O)cc1 (centres undefined) | -5 | i | i | -3 | i | i | i | i | 1 | i | i
COc1ccc2cc(CN(CC3CCCO3)C(=S)Nc3ccccc3)c(=O)[nH]c2c1 (centres undefined) | 5 | i | i | -16 | i | i | i | i | 5 | i | i
CC(NC(=O)COC(=O)c1cccs1)c1ccccc1 (centres undefined) | -9 | i | i | -1 | i | i | i | i | 5 | i | i
Cc1ccc(C)c(N(C)C(=O)c2cc3c(=O)[nH]c4ccc(C)cc4c3s2)c1 | -1 | i | i | -13 | i | i | i | i | 12 | i | i
Cc1cc(NC(=O)c2noc3c2CCc2ccccc2-3)no1 | 2 | i | i | -9 | i | i | i | i | 1 | i | i
CC1CN(C(=O)CSc2nnc(NC(=O)NC(C)(C)C)s2)CC(C)O1 (centres undefined) | -2 | i | i | -10 | i | i | i | i | -3 | i | i
CC(=O)Nc1cccc(OCC(=O)Nc2sccc2C(N)=O)c1 | 17 | i | i | -5 | i | i | i | i | 4 | i | i
O=C(CN(CC1CCCO1)C(=O)CNS(=O)(=O)c1ccccc1)NCc1ccco1 (centres undefined) | -4 | i | i | 7.2* | i | i | i | i | . | i | i
N#C/C(=C\c1cc(Br)ccc1F)C(=O)NC1CC1 | 10 | i | i | -20 | i | i | i | i | -1 | i | i
c1ccc(CSc2ccc3nnc(-c4ccccn4)n3n2)cc1 | 3 | i | i | -22 | i | i | i | i | . | i | i
CNC(=S)N(CCc1c(C)[nH]c2ccccc12)Cc1cc(OC)c(OC)c(OC)c1 | -22 | i | i | -9 | i | i | i | i | 2 | i | i
CC(C)c1ccc(N2CCN(C(=O)c3ccccc3NC(=O)/C=C\C(=O)O)CC2)cc1 | -1 | i | i | -9 | i | i | i | i | -3 | i | i
O=C(NCc1ccccn1)Nc1ccc(Cl)cc1 | -2 | i | i | -10 | i | i | i | i | 0 | i | i
COc1ccc2cc(C(=O)C3CCCN(C(=O)c4csnn4)C3)ccc2c1 (centres undefined) | 6 | i | i | -15 | i | i | i | i | 3 | i | i

(cont.)
SMILES | Platelet DG rel | TRPC4 potent | TRPC4 act | hERG rescue | KCNK3 inh | KCNK9 block | TRPC4 block | KCNQ1 pot | DYRK1A inh | KCNQ1 block | PolyA inhibitor
CN1C(=O)N(c2cccc3ccccc23)C(n2cncn2)C1(C)C (centres undefined) | 2 | i | i | -4 | i | i | i | i | -4 | i | .
O=C(C1CCN(Cc2ccc(F)cc2)CC1)N1CCN(C/C=C/c2ccccc2)CC1 | 8 | i | i | -1 | i | i | i | i | 4 | i | i
Cc1ccc2c(c1)nnn2C1CCN(CC(=O)N2CCN(c3ccc(F)cc3)CC2)CC1 | -3 | i | i | -13 | i | i | i | i | 41 | i | i
N#C/C(C(=O)NCc1ccco1)=C1/SC(Cc2ccc(F)cc2)C(=O)N1c1ccccc1 (centres undefined) | . | i | i | -1 | i | i | i | i | -10 | i | .
Cc1nc(N)c(C#N)c(-c2ccccc2Cl)c1C | 0 | i | i | -1 | i | i | i | i | 4 | i | i
COc1ccccc1CCNC(=O)C(=O)NCC1OCCN1S(=O)(=O)c1ccc(Cl)cc1 (centres undefined) | -1 | i | i | -11 | i | i | i | i | 2 | i | i

Arranged by count of non-hydrogen atoms (rising): part of the list above
SMILES | Platelet DG rel | TRPC4 potent | TRPC4 act | hERG rescue | KCNK3 inh | KCNK9 block | TRPC4 block | KCNQ1 pot | DYRK1A inh | KCNQ1 block | PolyA inhibitor
O=C(NCc1ccccn1)Nc1ccc(Cl)cc1 | -2 | i | i | -10 | i | i | i | i | 0 | i | i
CC(C)CCC(O)(CCC(C)C)C(=O)NN1CCCCC1 | 2 | i | i | -3 | i | i | i | i | -9 | i | i
CCn1c(/N=C/c2c[nH]c3ccccc23)nc2ccccc21 | 10 | i | i | -24 | i | i | i | i | 6 | i | i
c1ccc(CSc2ccc3nnc(-c4ccccn4)n3n2)cc1 | 3 | i | i | -22 | i | i | i | i | . | i | i
CC(=O)N[C@@H](Cc1ccc(O)cc1)CN1C(N)=NC[C@@H]1CC(C)C | -4 | i | i | -10 | i | i | i | i | -7 | i | i
CC1CN(C(=O)CSc2nnc(NC(=O)NC(C)(C)C)s2)CC(C)O1 (centres undefined) | -2 | i | i | -10 | i | i | i | i | -3 | i | i
O=C(NNC(=O)c1ccc(Oc2ccc(C3SCCS3)cc2)o1)c1ccc(Cl)cc1 | 2 | i | i | -10 | i | i | i | i | 6 | i | i
CC(=O)N1CCN(S(=O)(=O)c2cccc(C(=O)N(Cc3ccccc3)c3cccc(C)c3)c2)CC1 | 5 | i | i | -16 | i | i | i | i | -1 | i | i

These rows are one share of the data (hit frequency here may not be typical).
